LDHA block: inhibitors of human lactate dehydrogenase A | purified LDHA, NADH/diaphorase-resazurin fluorescence; stronger effect = lower value | AID 1347041 | 480,000 compounds, 0.15% hits | P00338 | activity change, % (values are at about 110 or 230 µM); in the data active = activity change below about -30%; inconclusive = mostly about -25% to -30%;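 also: plate controls were DMSO wells for no effect and wells without enzyme for full effect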
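Human LDH5 at 2 nM final in Tris HCl pH 7.4 with 0.06 mM NADH and 0.2 mM pyruvate, reacted 5 minutes at room temperature. Remaining NADH coupled via diaphorase/resazurin; resorufin fluorescence read at 0 and 20 minutes, normalized to enzyme-free and DMSO wells.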
ERG-DNA inh: blocks human ERG Ets domain binding to DNA. P11308. Potency, µM (series often up to 76.9 µM), inactives show top-dose FP activity, negative = inhibition, usual class: inhibitors. fluorescence polarization, His-ERG Ets domain / labelled DNA. 370,000 compounds, 0.028% hits. AID 624246; active = well fitted inhibition curve with a large enough effect in the polarisation, with a control signal flat; inconclusive = small, poorly fitted or top-dose-only effect, or effect the other way, or a change in a side signal; inactive = no such curve, though single readings can be large or run the other way; the % refers to the polarisation;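 also: polarization taken with two DNA probes labelled with fluorescein and Texas red; potency is read from the fitted curve at half-maximal effect; % of control where 0% means no effect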
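His-tagged ERG Ets domain (1 uM in the protein solution; 300mM KCl, 50mM Tris-HCl, 1mM EDTA, 1mM DTT, pH 7.5) received compound, then a probe mix of 5 nM fluorescein-DNA and 100nM Texas-615-DNA. Fluorescence polarization was read for both dyes.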
RGS4 inh: human RGS4 inhibition. P49798. Transcreener GDP fluorescence polarization, RGS4-accelerated GTP hydrolysis. Potency, µM (titrated, usually from 114 µM), without a hit: top-dose activity change, negative = inhibition, actives largely listed as inhibitors. 390,000 compounds, 0.039% hits; also: potency is read from the fitted curve at half-maximal effect; % is scaled to controls: 0 for no effect and ±100 for the full control effect; nearly all actives have a fitted effect of over 75% in size; some results filed as inactive show a strong effect at the top dose
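MLSMR compounds (23 nl, pin-transferred) preincubated 10 min at room temperature with a 500nM (2x) first reagent, then RGS4 at 900nM (2x) plus Transcreener GDP mix added; fluorescence polarization (620/688 nm) read before and after 90 min at 30 °C.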
D2 antag: D2 dopamine receptor (human) antagonism; P14416; 340,000 compounds, 2% hits; AID 485344; inhibition, % at 10 µM; HEK293 TREx D2 cells, calcium flux, dopamine EC80; in the data active = inhibition above about 30%; also: 0% is about no effect
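Cells plated overnight at 30 C with tetracycline; no-wash calcium dye, 30–90 min RT; 10 s baseline; compound pinned; 180 s read; EC80 dopamine added; another 180 s read.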
D2 ag: activates the human D2 dopamine receptor. P14416. HEK293 T-REx D2 cells, calcium flux agonist mode. activation, % at 2 µM. 340,000 compounds, 0.53% hits. AID 485358;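 active = activation over 3 SD above normal in the single-dose calcium agonist read, cut at about 30% in these data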; also: 0% is about no effect
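Calcium-flux readout, 1 cycle/sec over 180 s following compound pin transfer, in inducible HEK293 Trex D2 cells (force-coupled); dopamine controls included. Positive calcium responses during this window marked compounds as potential agonists.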
Vif-A3G inh: Vif-A3G binding inhibition | Q9HC16 | HeLa A3G-eYFP + Vif (tagged APOBEC3G with the HIV-1 protein that degrades it), YFP fluorescence, overnight | Potency, µM (series often up to 46.1 µM), for inactives: top-dose activity, negative = active, most hits filed as inhibitors | 410,000 compounds, 0.076% hits | AID 602310;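 also: potency is read from the fitted curve at half-maximal effect; % is scaled to controls: 0 for no effect and ±100 for the full control effect; nearly all actives have a fitted effect of over 60% in size; hits raise eYFP signal because A3G escapes Vif-driven loss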
Target sequence (Q9HC16 whole entry, looked up): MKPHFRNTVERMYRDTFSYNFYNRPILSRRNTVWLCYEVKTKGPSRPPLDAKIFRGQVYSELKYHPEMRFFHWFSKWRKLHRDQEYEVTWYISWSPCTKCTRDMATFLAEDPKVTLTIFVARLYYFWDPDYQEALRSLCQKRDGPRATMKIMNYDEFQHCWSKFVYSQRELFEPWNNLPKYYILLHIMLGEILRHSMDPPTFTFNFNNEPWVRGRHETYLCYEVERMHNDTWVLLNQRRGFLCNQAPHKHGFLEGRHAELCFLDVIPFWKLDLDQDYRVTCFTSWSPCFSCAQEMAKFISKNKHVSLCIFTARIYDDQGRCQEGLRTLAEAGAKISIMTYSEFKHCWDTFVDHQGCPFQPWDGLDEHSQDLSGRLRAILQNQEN
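HeLa cells stably expressing Vif and C-terminally eYFP-tagged A3G, seeded overnight at 37 deg C, then exposed to compound by pintool overnight at 37 deg C. Rise in yellow fluorescence (Ex 488/Em 500-530, Acumen) marks blocked Vif-driven A3G degradation.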
Glioma ERSR ind: inducers of ER stress response in human glioma cells. U87-MG GRP78 promoter luciferase reporter, 16 h. Potency, µM, inactives show at the top dose activation, hits mostly activators. 420,000 compounds, 0.02% hits. AID 602332; also: potency is read from the fitted curve at half-maximal effect; series mostly up to about 76 µM; % of control where 0% means no effect; nearly all actives have a fitted effect of over 35% in size
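Stably transfected U87-MG human glioma cells carrying a GRP78-based luminescent sensor were seeded at 1000 cells/well, pin-dosed with compounds and incubated 16 h. Luciferase reagent was then added, and end-point luminescence was read after 10 min at room temperature.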
12-LOX inh: inhibitors of human 12S-lipoxygenase ALOX12 | P18054 | purified 12hLO, xylenol orange hydroperoxide absorbance | Potency, µM (doses to about 108 µM), without a hit: at the top dose activity change, negative = inhibition, hits mostly inhibitors | 580,000 compounds, 1.1% hits | AID 1671190; also: potency is read from the fitted curve at half-maximal effect; % is scaled to controls: 0 for no effect and ±100 for the full control effect
Target sequence (P18054 whole entry, looked up): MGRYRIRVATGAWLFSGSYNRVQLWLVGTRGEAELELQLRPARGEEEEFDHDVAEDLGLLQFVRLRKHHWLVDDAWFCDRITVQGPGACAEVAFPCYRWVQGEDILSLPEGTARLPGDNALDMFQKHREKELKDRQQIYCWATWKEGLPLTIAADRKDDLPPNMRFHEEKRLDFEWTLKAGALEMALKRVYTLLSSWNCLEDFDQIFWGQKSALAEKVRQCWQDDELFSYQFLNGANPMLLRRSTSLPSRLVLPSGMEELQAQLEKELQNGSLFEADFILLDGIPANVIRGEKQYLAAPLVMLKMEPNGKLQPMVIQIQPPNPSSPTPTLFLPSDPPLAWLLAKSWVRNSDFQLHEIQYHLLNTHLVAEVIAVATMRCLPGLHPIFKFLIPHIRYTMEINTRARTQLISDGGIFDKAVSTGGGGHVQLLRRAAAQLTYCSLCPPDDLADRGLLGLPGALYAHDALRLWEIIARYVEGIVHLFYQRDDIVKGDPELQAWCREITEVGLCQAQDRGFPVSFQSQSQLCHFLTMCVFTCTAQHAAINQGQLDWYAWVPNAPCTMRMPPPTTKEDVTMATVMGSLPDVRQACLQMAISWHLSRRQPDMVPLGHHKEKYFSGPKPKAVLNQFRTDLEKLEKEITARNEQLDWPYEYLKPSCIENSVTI
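Purified human 12hLO (150 nM final) in 25 mM Hepes, 0.01% Triton X-100, pH 7.0 was preincubated 15 min at room temperature with compound. Then 40 uM arachidonic acid was added, 30 min. Hydroperoxide was read by Fe-XO absorbance ratio 573/405 nm.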
Vif-APOBEC3F blk: blocks the Vif interaction with APOBEC3F | HeLa A3F-eYFP + Vif (tagged APOBEC3F with the HIV-1 protein that degrades it), YFP fluorescence increase | Potency, µM (titrated, usually from 46.1 µM), for the others: at the top dose activity, negative = active | 390,000 compounds, 0.2% hits | AID 602313; also: potency is read from the fitted curve at half-maximal effect; % of control where 0% means no effect; nearly all actives have a fitted effect of over 65% in size
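HeLa cells stably expressing A3F-eYFP plus Vif, plated and incubated overnight at 37 deg C, then exposed to compounds overnight at 37 deg C. Blocked degradation read as raised yellow fluorescence (Ex 488/Em 500-530).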
Numbers without * were called inactive; ? = inconclusive; / = no result given; [ ] = remark or other dose. Unless noted, calls follow the shape of the dose curve; as a rule, active = well fitted curve in the direction sought with a large enough effect; inconclusive = small, poorly fitted or top-dose-only effect, or another doubt; inactive = no such curve, though single readings can be large; an effect the other way counts as inactive or inconclusive. An excerpt. The share of hits here may be higher or lower than overall.

item	structure	LDHA block	ERG-DNA inh	RGS4 inh	D2 antag	D2 ag
1	CC(=O)N(CCC(Cc1ccccc1)c1ccc2c(c1)OCO2)Cc1ccccc1F (stereo not given)	-3	13%	0%	9	-0.1
2	COc1ccccc1NC(=O)CN(c1ccc(C23CC4CC(CC(C4)C2)C3)cc1)S(C)(=O)=O	6	3%	6%	2	1.1
3	Cc1c(C(=O)NN)nc2ccccn12	-2	19%	32%	4	0.3
4	Cn1c(=O)c2[nH]c(CCC3CCCC3)nc2n(C)c1=O	-4	-4%	11%	/	/
5	O=C(NC12CC3CC(CC(C3)C1)C2)C1CCCN1C(=O)NC1CCCCC1 (stereo not given)	0	3%	-20%	-12	1.3
6	COc1ccc(N(C)C(=O)c2cn(CC(C)C)c(=O)c3cc(OC)c(OC)cc23)c(OC)c1	-1	9%	26%	17	1.9
7	CNC(=O)c1c(NC(=O)CS(=O)(=O)c2ccc(Cl)cc2)sc(C)c1C	3	-12%	?	-3	1.1
8	CC(C)CNS(=O)(=O)c1ccc(CCC(=O)NCc2ccco2)cc1	-8	2%	-2%	9	0.0
9	CCn1c(=O)c2sccc2n2c(CCCC(=O)N3CCN(c4ccc(F)cc4)CC3)nnc12	-7	4%	26%	/	-0.6
10	FC(F)(F)c1nnc2ccc(N3CCOCC3)nn12	-2	-3%	6%	6	0.4

item	Vif-A3G inh	Glioma ERSR ind	12-LOX inh	Vif-APOBEC3F blk
1	2%	-7%	0%	1%
2	0%	2%	9%	-5%
3	-2%	-2%	8%	-5%
4	-2%	0%	-4%	13%
5	-1%	-2%	0%	-3%
6	1%	-2%	9%	3%
7	-1%	-2%	-3%	-6%
8	0%	-3%	0%	-10%
9	-2%	-1%	-15%	-10%
10	0%	11%	20%[57.4 µM]	-5%

Full records, looked up by structure. Screens in order: LDHA block, ERG-DNA inh, RGS4 inh, D2 antag, D2 ag, Vif-A3G inh, Glioma ERSR ind, 12-LOX inh, Vif-APOBEC3F blk
COc1ccc(N(C)C(=O)c2cn(CC(C)C)c(=O)c3cc(OC)c(OC)cc23)c(OC)c1 in the list: -1, 9%, 26%, 17, 1.9, 1%, -2%, 9%, 3%
CC(=O)N(CCC(Cc1ccccc1)c1ccc2c(c1)OCO2)Cc1ccccc1F (stereo not given) in the list: -3, 13%, 0%, 9, -0.1, 2%, -7%, 0%, 1%
Cc1c(C(=O)NN)nc2ccccn12 in the list: -2, 19%, 32%, 4, 0.3, -2%, -2%, 8%, -5%
COc1ccccc1NC(=O)CN(c1ccc(C23CC4CC(CC(C4)C2)C3)cc1)S(C)(=O)=O in the list: 6, 3%, 6%, 2, 1.1, 0%, 2%, 9%, -5%

Values by screen from above:
ERG-DNA inh, entries 4 to 9 → -4%, 3%, 9%, -12%, 2%, 4%

Next section.
item	structure	LDHA block	ERG-DNA inh	RGS4 inh	D2 antag	D2 ag
11	CC[C@]12c3[nH]c4cc(-c5ccco5)ccc4c3CCN1C(=O)[C@@H](CC(=O)NC/C=C(\C)CCC=C(C)C)C[C@@H]2C(=O)N1CCN(C(=O)c2ccco2)CC1	-1	16%	-52%	/	/
12	Cc1ccc(S(C)(=O)=O)cc1C(=O)Nc1cccc(S(=O)(=O)N2CCCCCC2)c1	1	3%	3%	/	/
13	COc1ccc(-c2cc(C(=O)N(C)CC(=O)Nc3ccccc3Cl)c3ccccc3n2)cc1OC	0	2%	5%	1	-0.9
14	COc1ccc2cc(C(=O)C3CCCN(C(=O)c4snnc4C)C3)ccc2c1 (stereo not given)	2	2%	18%	9	-0.3
15	COc1cc(/C=C/C(=O)O)cc(S(=O)(=O)Nc2cc(C(F)(F)F)ccc2N2CCOCC2)c1OC	-7	-2%	2%	/	/
16	O=C1c2ccccc2S(=O)(=O)N1CC(O)COc1ccc(Cl)cc1 (stereo not given)	1	-5%	10%	3	0.9
17	COC(=O)c1c(NC(=O)COC(=O)CCS(=O)(=O)c2ccc(C)cc2)sc(C)c1C	-4	-6%	18%	9	-0.3
18	CCOC(=O)C1CCCN(c2nc3ccccc3nc2C(C#N)C(=O)OCC)C1 (stereo not given)	-8	-7%	14%	3	0.9
19	C[C@@H]1COC(=O)[C@H](CC(=O)OC(C)(C)C)C/C=C\C[C@@H](CC(=O)N(CCO)Cc2ccccc2)C(=O)N1	-6	8%	23%	/	/
20	COc1ccc(CCNS(=O)(=O)c2cc(-c3onc(C)c3C)ccc2OC)cc1OC	5	-1%	-2%	/	0.1

item	Vif-A3G inh	Glioma ERSR ind	12-LOX inh	Vif-APOBEC3F blk
11	1%	0%	/	-1%
12	1%	-7%	0%	-2%
13	-22%	-4%	?	2%
14	1%	2%	2%	1%
15	0%	-1%	-16%	2%
16	3%	0%	-18%	/
17	-1%	-2%	-3%	-6%
18	-14%	-3%	0%	/
19	-1%	-2%	0%	-18%
20	2%	-2%	-28%	0%

Other structures
item	structure	LDHA block	ERG-DNA inh	RGS4 inh	D2 antag	D2 ag
21	CCS(=O)(=O)c1nc(S(=O)(=O)c2ccc(Cl)cc2)c(N2CCC3(CC2)OCCO3)s1	-4	-6%	16%[56.9 µM]	-13	0.8
22	CCCCOC(=O)c1ccc(OC(=O)N2CCOCC2)cc1	-4	-16%	-19%	7	0.1
23	COc1ccccc1NC(=O)N1CCCC1C(=O)NCc1cccs1 (stereo not given)	-12	5%	-11%	0	-0.1
24	CCn1c2ccccc2c2cc(NC(=O)CSc3nnnn3-c3ccccc3)ccc21	-1	4%	20%	-11	0.1
25	Cc1ccc(NC(=O)CN2CCCN(Cc3cc(C)ccc3C)S2(=O)=O)c(Cl)c1	-3	6%	7%	/	0.1
26	O=C(O)CNC(=O)/C=C/c1c(Cl)cccc1Cl	-4	0%	7%[56.9 µM]	-4	-2.1
27	C[C@H](NC(=O)[C@@H]1Cc2ccccc2CN1)C(=O)NC1CCCCC1	0	3%	-12%	-2	0.8
28	Cn1c2ccccc2c(=O)c2c(=O)n(-c3ccccc3)c(C3CCCCC3)nc21	-6	-3%	17%	2	-1.1
29	COc1ccc(NC2CCCN(C(=O)CCOc3ccccc3)C2)cc1 (stereo not given)	2	3%	0%	-2	-0.3
30	CCN(CC)S(=O)(=O)c1ccc(C(=O)Nc2nnc(-c3ccco3)o2)cc1	2	17%	4%	2	-1.0

item	Vif-A3G inh	Glioma ERSR ind	12-LOX inh	Vif-APOBEC3F blk
21	-1%	-2%	1%	-1%
22	-4%	5%	0%	3%
23	-1%	-5%	-3%	-11%
24	2%	-11%	-1%	4%
25	4%	-4%	-25%	5%
26	0%	-1%	-3%	-1%
27	-2%	-4%	4%	0%
28	3%	-5%	-15%	-4%
29	3%	-2%	-9%	-4%
30	0%	0%	-3%	-9%

(continued)
item	structure	LDHA block	ERG-DNA inh	RGS4 inh	D2 antag	D2 ag
31	Cc1nc(S/C(=C\c2ccc(-c3ccc(C(=O)O)c(Cl)c3)o2)C(=O)O)n[nH]1	4	7%	-48%	-3	-0.6
32	Cc1c(NC(=O)CC(C)C)c(=O)n(-c2ccccc2)n1C	-3	-2%	-20%	-7	0.6
33	O=C(CNC1C(=O)Nc2ccccc21)Sc1ccccc1 (stereo not given)	-1	-6%	-18%	3	-0.5
34	O=C1NC[C@@H](c2ccccc2)OC(=O)[C@H](Cc2ccc(F)cc2)C/C=C\C[C@H]1CC(=O)N(CCO)Cc1ccccc1	0	-5%	-5%	/	/
35	O=C(CN(CC1CCCO1)C(=O)CNS(=O)(=O)c1ccccc1)NCc1ccccc1 (stereo not given)	-2	0%	-4%	-21	-0.2
36	O=C(c1cc(-c2ccc(Cl)c(Cl)c2)on1)N1CCCCC1	1	1%	-26%	1	-0.7
37	Cc1ccc(CSc2ccc3nnc(-c4ccccn4)n3n2)cc1	-4	-9%	-11%	-17	0.5
38	COc1ccc(C(=O)N(Cc2ccccc2)c2cccc(C)c2)c(OC)c1OC	-1	2%	-4%	0	-0.2
39	COc1ccc(OC)c(/C=C/C(=O)OCC(=O)N2C(C)CCCC2C)c1 (stereo not given)	-10	2%	27%	/	/
40	CC(C)(C)C(=O)N1CCN(c2ccc([N+](=O)[O-])cc2Cl)CC1	-3	-1%	-53%	/	/
41	CC1CCN(C(=O)CSc2nnc(-c3ccccc3F)o2)CC1	-5	1%	21%	2	0.1
42	Cc1ccc2c(c1)CCCN2C(=O)CSc1ccccc1	-5	2%	20%	2	-1.9

item	Vif-A3G inh	Glioma ERSR ind	12-LOX inh	Vif-APOBEC3F blk
31	0%	4%	?	0%
32	-2%	-4%	-2%	-1%
33	0%	0%	0%	0%
34	-4%	-3%	-29%	5%
35	-1%	0%	-1%	-3%
36	0%	0%	3%	-6%
37	-7%	-2%	?	-6%
38	-9%	-3%	0%	-1%
39	1%	-4%	-2%	1%
40	2%	1%	?	/
41	0%	2%	6%	0%
42	-3%	3%	9%	1%

Screening results deposited in PubChem BioAssay by National Center for Advancing Translational Sciences (NCATS).
